Screening results as filed in PubChem BioAssay.
Arr AP2 block: human beta-arrestin and AP2 interaction inhibition. FITC-arrestin peptide / GST-AP2 beads, flow cytometry; AP2 beta2 appendage carries R879A mutation. inhibition, % at 10 µM. 340,000 tested, 0.31% active. AID 504490;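 active means inhibition above a set limit, near 3 SD of compounds lacking own fluorescence, cut at about 54% in these data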;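 further: plate controls were DMSO wells for no effect and 5 µM unlabelled arrestin peptide for full effect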
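Measured by: flow cytometry, FL1 (488/535 nm); Material: AP2 appendage R879A on GSH beads; Evaluation: percent response; Timing: pre-incubation 12 min, peptide binding 1 h, room temperature; Also added: 50 nM FITC-arrestin peptide; Medium: PBS with 0.05% Tween 20 and 0.1% BSA.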
MOR-DOR inv ag: inverse agonists of human mu-delta opioid receptor heterodimerization; P35372+P41143; cell-based MOR-DOR heterodimer luminescence, inverse agonism; inhibition, % at 9.3 µM; 340,000 tested, 0.21% active; AID 504357; in the data active means inhibition above about 22%, passing the limit was not always enough;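 further: 0% = cells with DMSO and 100% = wells without cells with DMSO; values of inactives mirror those of a sister screen read the other way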
HTR5A ag: counter-screen for OPRM1-OPRD1 agonists: human HTR5A agonism; P47898; HTR5A agonist assay, luminescence, cell-based; activation, % at 9.3 µM; 340,000 tested, 0.61% active; AID 504692; in the data active means activation mostly above about 9.5%, no sharp cut-off; inactive means mostly below about 7.6%;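 further: 0% = cells with vehicle only and 100% = reference agonist; strong numbers were not always called active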
OPRM1-OPRD1 ag: OPRM1-OPRD1 heterodimerization agonism; P35372+P41143; cells, luminescence; activation, % at 9.3 µM; 340,000 tested, 0.3% active; AID 504326; in the data active means activation above about 18%;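 further: 0% = vehicle-treated cells and 100% = reference agonist; values of inactives mirror those of a sister screen read the other way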
PKA-R2B activ: activators of human PKA-R2B complex | activation, % at 11.4 µM | 340,000 tested, 0.079% active | AID 504700 | PKA-R2B holoenzyme dissociation, Cy5-IP20 fluorescence polarization; R2B truncated from residue 108, S112A mutant; 0% DMSO only, 100% 113 µM cGMP;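 active means activation above a cutoff set at the mean over all compounds plus 3 SD, cut at about 18% in these data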;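 further: higher means more holoenzyme dissociation and a rise in polarization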
DAGLB inhibitor: blocks human DAGLB lipase activity; Q8NCG7; HEK293T DAGLB membrane lysate, EnzChek fluorogenic substrate; inhibition, % at 5.17 µM; 340,000 tested, 0.059% active; AID 504411; in the data active means inhibition above about 34%;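 further: 0% = enzyme with vehicle and 100% = wells lacking enzyme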
V-ATPase pH: alters yeast V-ATPase proton transport | response, % at 10 µM | 350,000 tested, 0.37% active | S. cerevisiae, pHLuorin cytosolic pH fluorescence; in the data active means response mostly above about 7.3%, no sharp cut-off; inactive means mostly below about 5.4%; further: actives read high; inactives centre near 0; some compounds called inactive have numbers as strong as hits; reference of the scale not given here
DSG3 Ab inh: human desmoglein-3 autoantibody binding inhibition; P32926; 310,000 tested, 0.48% active; binding (percent of control), % at 10 µM; DSG3-coupled beads, scFv-anti-DSG3-GFP binding, flow cytometry; stronger effect = lower value;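 active means binding more than 3 SD below its plate's average and above zero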;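 further: hits lower antibody fragment binding to DSG3; some compounds called inactive have numbers as strong as hits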
Target sequence (P32926 whole entry, looked up, the tested form may be a part): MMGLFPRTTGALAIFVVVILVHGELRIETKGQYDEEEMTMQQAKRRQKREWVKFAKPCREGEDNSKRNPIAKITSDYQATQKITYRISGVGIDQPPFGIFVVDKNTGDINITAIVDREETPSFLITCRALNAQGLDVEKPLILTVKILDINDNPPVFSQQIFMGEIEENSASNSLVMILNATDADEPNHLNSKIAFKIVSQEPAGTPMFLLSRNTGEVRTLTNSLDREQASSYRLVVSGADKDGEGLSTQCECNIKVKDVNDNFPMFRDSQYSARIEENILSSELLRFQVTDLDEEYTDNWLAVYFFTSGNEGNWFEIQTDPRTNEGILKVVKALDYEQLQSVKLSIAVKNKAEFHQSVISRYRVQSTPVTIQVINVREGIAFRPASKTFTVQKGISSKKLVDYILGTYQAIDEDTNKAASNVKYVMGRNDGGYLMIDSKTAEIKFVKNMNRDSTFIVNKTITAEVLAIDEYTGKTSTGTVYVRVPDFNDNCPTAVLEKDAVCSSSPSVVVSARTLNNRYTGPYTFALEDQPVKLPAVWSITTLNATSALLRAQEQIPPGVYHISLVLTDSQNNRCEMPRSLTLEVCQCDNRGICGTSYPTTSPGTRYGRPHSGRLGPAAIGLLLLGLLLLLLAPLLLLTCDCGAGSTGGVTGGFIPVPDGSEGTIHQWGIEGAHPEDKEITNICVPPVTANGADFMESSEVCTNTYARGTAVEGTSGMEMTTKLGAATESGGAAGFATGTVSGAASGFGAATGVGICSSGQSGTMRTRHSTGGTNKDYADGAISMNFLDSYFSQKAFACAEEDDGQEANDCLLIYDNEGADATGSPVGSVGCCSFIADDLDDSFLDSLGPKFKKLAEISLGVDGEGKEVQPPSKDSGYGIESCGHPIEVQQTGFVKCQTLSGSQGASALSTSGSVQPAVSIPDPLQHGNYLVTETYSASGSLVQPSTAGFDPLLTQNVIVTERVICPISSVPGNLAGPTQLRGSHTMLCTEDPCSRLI
HTR5A inv ctr: inverse agonist of human HTR5A in OPRM1-OPRD1 counter-screen; P47898; HTR5A cell line, luminescence, inverse agonism; inhibition, % at 9.3 µM; 340,000 tested, 0.083% active; AID 504634; in the data active means inhibition mostly above about 23%, no sharp cut-off; inactive means mostly below about 18%;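 further: 0% = cells with DMSO and 100% = no-cell wells with DMSO; some compounds called inactive have numbers as strong as hits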
PKA-R1A activ: PKA-R1A complex activation; PKA-R1A dissociation, Cy5-IP20 fluorescence polarization; scaled: DMSO 0%, 113 µM cGMP 100%; activation, % at 11.4 µM; 340,000 tested, 0.083% active; P00514+P68181;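 active means percent activation above the mean of all tested compounds plus 3 SD, cut at about 19% in these data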;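 further: higher means more PKAc released from R1A so a rise in polarization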
Numbers without * were called inactive; . = not tested or not shown. Outcome played no part in choosing rows. About 2.4% of those tested had a hit in this group.

SMILES	Arr AP2 block	MOR-DOR inv ag	HTR5A ag	OPRM1-OPRD1 ag	PKA-R2B activ	DAGLB inhibitor	V-ATPase pH	DSG3 Ab inh	HTR5A inv ctr	PKA-R1A activ
CCCn1nc(C(=O)Nc2ccc3c(c2)OCCO3)c2ccccc2c1=O	-2	0	0	0.1	8	-1	4	.	-1	-8
Cc1cc(=O)[nH]c(SCC(=O)Nc2cccc(C(F)(F)F)c2)n1	2	13	2	-2.4	0	0	-1	106	-8	-8
CC1CN(C(=O)COC(=O)c2ccc(S(=O)(=O)N(C)C)cc2)CC(C)O1 (stereo not drawn)	-7	19	2	-3.7	2	-1	0	110	-20	1
CCOC(=O)CON1C(=O)C(C)(C)N(OCC(=O)OCC)C(=O)C1(C)C	6	13	0	-2.9	-13	-1	-1	107	4	-4
Nc1ccccc1C(=O)N=Nc1[nH]c(N)c2ccccc12	-8	19	-1	-3.9	4	0	0	87	14	2
Cc1noc(C)c1COC(=O)Cc1ccc(Cl)cc1	4	-5	-4	0.9	-10	-6	-1	89	-23	-11
CC(=O)N1CCN(C(=O)CSc2nc3c(cnn3-c3ccccc3)c(=O)[nH]2)CC1	-12	10	-3	-1.8	-7	-2	.	96	-10	10
O=P(OC1CCCCC1)(OC1CCCCC1)C(O)c1cccnc1 (stereo not drawn)	14	7	0	-1.4	0	-1	-1	113	-35	4
O=C(NN/C(=N/S(=O)(=O)c1ccc(Cl)cc1)c1ccccc1)c1ccc(O)cc1	-6	13	-3	-2.1	0	-4	-2	94	8	-15
CN(Cc1cnccn1)C(=O)CC1C(=O)NCCN1Cc1cccc(F)c1 (stereo not drawn)	4	13	6	-2.5	1	0	-1	104	-7	5
CC(=O)Nc1ccc(NC(=O)C2CC(=O)Nc3ncnn32)cc1 (stereo not drawn)	-5	3	-3	-0.5	2	1	-2	100	8	-2
CCCNS(=O)(=O)c1ccc(OCC(=O)NCCCOC)cc1	-12	4	-1	-0.7	-5	1	-1	.	-6	-10
CCOC(=O)C1(CCOc2ccccc2)CCN(Cc2cccc3nonc23)CC1	13	-31	-4	5.5	-5	-7	0	103	11	-14
C/C(=N\NC(=O)c1ccc(Cn2cc([N+](=O)[O-])cn2)o1)c1cccc(NC(=O)C(C)C)c1	0	3	0	-0.5	7	0	5	101	1	-8
CN(C)S(=O)(=O)Oc1ccsc1C(=O)Nc1ccc(Cl)cc1	-5	7	0	-1.1	-2	-2	1	107	-1	6
NC(=O)C1CC(=O)N(CCc2ccc(F)cc2)C1 (stereo not drawn)	-9	3	4	-0.7	4	-2	1	106	-15	-10
Cc1ccc(SCCc2ccc(C)nc2)cc1	-6	-5	4	0.8	-1	-5	0	109	6	-17
CCn1c(SCC(=O)Nc2nc3ccc(C)cc3s2)nc2c(c1=O)SC(C)C2 (stereo not drawn)	-2	-3	-3	0.8	0	0	-1	93	7	2
CCc1ccc(OCc2nc(-c3ccccn3)no2)c(Br)c1	-2	-11	4	1.7	-6	-2	2	87	-12	-6
COC(=O)[C@H](C)NC(=O)Nc1cc(Cl)ccc1C	37	13	4	-2.2	-2	-1	1	105	-10	0
CCCc1cc(=O)[nH]c(SCC(=O)NCC2COc3ccccc3O2)n1 (stereo not drawn)	51	-7	-7	1.7	2	0	-1	105	16	-4
CCC1CCCCN1Cc1ccc(OC)c(OC)c1 (stereo not drawn)	-2	7	7	-1.3	-3	-3	2	102	-4	5
CCOc1ccc(C(=O)NCC(=O)NCCOc2ccc(C)cc2)cc1	-3	17	2	-5.3	6	1	-3	107	-13	-2
Cc1ccnc(NC(=O)C2CCN(S(=O)(=O)c3ccc4ccccc4c3)CC2)c1	-1	14	-4	-2.6	-14	4	-2	93	-6	-6
CCOc1ccc(S(=O)(=O)Nc2cccc(C(=O)NCC(c3ccco3)N3CCCC3)c2)cc1 (stereo not drawn)	-8	1	-3	-0.2	4	1	-1	77	8	-1
Cc1ccc(-c2nn3c(C)nnc3c3ccccc23)cc1S(=O)(=O)N1CCN(CCO)CC1	18	-1	-5	0.2	-5	0	-2	100	-10	3
COc1ccc(O)c(C(=O)c2cnc3c(c2)c(C)nn3C)c1	29	-15	-1	1.8	-9	-2	4	127	-29	-6
O=C(NCCN1CCN(C(=O)c2cccc(OC(F)F)c2)CC1)c1cccc(OC(F)F)c1	3	16	-3	-3.1	-9	-3	-4	98	9	6
Cc1ccc(C(=O)N(C)Cc2nc3ccccc3c(=O)[nH]2)cc1NC(=O)c1ccco1	14	9	3	-1.8	-7	0	-4	117	-10	-1
COc1cc(C(=O)Nc2ccc(S(=O)(=O)N3CCc4ccccc43)cc2)cc(OC)c1OC	2	6	11	-1.1	5	-4	1	97	-21	4
CC(=O)c1c(C(C)=O)c(C)n(-c2ccc(C(=O)O)cc2)c1C	-4	9	-1	-1.6	1	2	1	106	2	8
CCCNC(=O)NC(=O)CN1C(=O)NC(C)(c2ccc(C)cc2)C1=O (stereo not drawn)	2	14	-3	-2.5	-9	0	-1	94	9	-11
O=C1NC(=O)C2(CCCc3ccccc32)N1 (stereo not drawn)	-2	13	-1	-2.6	7	-1	3	98	-10	-2
CC1CCCCC1NC(=O)C1CCN(S(=O)(=O)c2ccc3c(c2)CCC(=O)N3)CC1 (stereo not drawn)	-2	1	1	-0.2	-10	2	-2	109	-4	8
Cc1noc(C)c1NC(=O)N(C)C[C@H]1Oc2ccc(NC(=O)Nc3ccc(C(F)(F)F)cc3)cc2C(=O)N([C@H](C)CO)C[C@@H]1C	.	4	3	-0.6	-6	2	0	99	-22	-3
COc1ccccc1NC(=O)C(C)N(C)CCOc1ccccc1 (stereo not drawn)	-7	2	-2	-0.3	7	-7	-6	100	6	8
O=C1C=C(c2cc(C(F)(F)F)cc(C(F)(F)F)c2)C[C@@H](c2ccc3c(c2)OCO3)C1	-3	5	1	-0.9	6	-28	-6	98	-5	-6
O=C1N/C(=N\N=C\c2ccco2)SC1Cc1ccc(F)cc1 (stereo not drawn)	9	6	-3	-1.0	-3	4	19	99	8	-15
COc1ccc(S(=O)(=O)N2CCN(C(=O)c3ccc(COc4ccccc4)o3)CC2)cc1	.	.	.	.	-8	-3	.	96	.	-13
CCc1nccn1C(=O)c1cnn2c(C(F)F)cc(-c3ccc(C)cc3)nc12	17	22	-2	-4.4	6	-4	-2	89	12	-11
Cc1ccc(C(=O)NC(NCc2ccccc2)C(Cl)(Cl)Cl)cc1 (stereo not drawn)	-4	5	1	-0.8	-9	-1	3	104	17	-2
CCC(C)NC(=O)c1cc2c(=O)n3ccccc3nc2s1 (stereo not drawn)	-4	4	-3	-0.8	7	3	2	97	12	-3
O=C1OCc2nc3cc4c(cc3c(-c3ccc(F)cc3)c21)OCO4	1	7	1	-1.4	5	-2	0	101	-2	-2
CC(=O)c1ccccc1OC(=O)COc1ccc([N+](=O)[O-])cc1	4	10	-1	-2.0	0	-2	2	116	4	-8
COCCn1c(SCc2nnc(-c3ccccc3)o2)nc2sc3c(c2c1=O)CCC3	2	8	1	-1.5	-8	0	6	100	14	2
O=C(COC(=O)C1CCN(C(=O)c2ccc(Cl)cc2)CC1)c1ccco1	-2	-16	0	2.5	-5	-4	-3	.	-2	-4
CC(C)C1Cc2[nH]c(=O)c(C(=O)O)cc2CO1 (stereo not drawn)	25	7	5	-1.2	4	2	2	98	-14	5
CC(=O)Nc1ccc(C=NNC(=O)C2CC2)cc1	-14	19	2	-3.6	0	2	2	88	-7	-4
COc1ccc(CCNC(=O)CSc2cn(Cc3ccccc3)c3ccccc23)cc1OC	5	8	7	-1.4	-2	5	-2	96	-22	12
Cc1nc(Cc2ccc(OC(C)C)cc2)[nH]c(=O)c1CC(=O)O	-18	9	0	-1.9	-7	1	2	115	-14	-1
Cc1ccc(S(=O)(=O)N2CCN(C(=O)CSc3ncn[nH]3)CC2)c(C)c1	30	-5	4	0.7	-15	-1	3	93	-11	8
N#Cc1cc2c([nH]c1=S)CCCC2	10	15	0	-3.1	-4	0	2	105	11	2
CC(=O)Nc1ccc(S(=O)(=O)Nc2ccccc2N2CCOCC2)cc1Cl	0	14	1	-2.6	-12	1	1	.	4	-5
O=C(CCc1nnc(C2(c3ccc(Cl)cc3)CCC2)o1)N1CCCC1	20	10	5	-1.9	-2	-2	0	103	1	-10
Cc1cc(C)nc(/N=C(\NC(=O)C(C)(C)C)Nc2ccccc2)n1	1	12	0	-2.3	-3	0	1	93	13	0
CN(C)/C=C/C(=O)c1cccc(C(F)(F)F)c1	3	6	-3	-1.4	0	6	4	.	-12	-1
Cc1ccsc1C(=O)NNC(=O)c1cccc(S(=O)(=O)N2CCCC2)c1	-3	14	-4	-3.1	4	-1	-1	89	9	1
CCC(CO)(CO)N(CC(=O)Nc1ccc(OC)cc1)CC(=O)Nc1ccc(OC)cc1	-5	8	3	-1.7	9	-2	-1	103	-11	6
COc1ccc(Oc2c(Cl)cnn(-c3ccc(Cl)c(Cl)c3)c2=O)cc1	30	-9	4	1.9	4	-7	-1	100	10	-1
Cc1cn([C@H]2C[C@H](O)[C@@H](CNCc3ccc(CN(C)S(C)(=O)=O)o3)O2)c(=O)[nH]c1=O	.	.	.	.	11	0	2	.	.	12

Next compounds
SMILES	Arr AP2 block	MOR-DOR inv ag	HTR5A ag	OPRM1-OPRD1 ag	PKA-R2B activ	DAGLB inhibitor	V-ATPase pH	DSG3 Ab inh	HTR5A inv ctr	PKA-R1A activ
COc1ccc(NC(=S)N(CCCN2CCCC2)Cc2cccs2)cc1	-7	9	1	-1.8	0	-2	-2	108	0	7
c1cn(CCCNC2CCCCCCC2)cn1	-23	14	1	-2.8	-9	1	-2	98	14	7
CC(C)(C)c1csc(NNC(=O)c2ccc(Br)cc2)n1	-12	-10	1	2.1	3	-9	2	118	-2	0
Cc1[nH]n(-c2ccccc2)c(=O)c1CCOC(=O)c1cccc(C(F)(F)F)c1	-4	-2	0	0.3	-10	-6	1	.	1	-7
O=C(O)/C=C/C(=O)NNC(=O)c1cc(-c2ccccc2)n[nH]1	15	8	0	-1.5	-5	-3	-2	98	0	-2
COc1ccc(-c2cc3nc(CCl)[nH]c(=O)c3s2)cc1	18	10	-3	-1.9	7	2	0	94	6	-6
COc1ccc(C(=O)O)cc1S(=O)(=O)NCc1ccccn1	-4	14	1	-3.0	1	1	-4	113	-5	-7
CCOC(=O)N1CCN(C(=O)c2cc(S(=O)(=O)N3CCCC3)cn2C)CC1	17	11	3	-1.9	5	0	-1	99	-3	5
